PRMT1 FP inh: inhibitors of human PRMT1; Q99873; recombinant PRMT1, activity-based probe fluorescence polarization; inhibition, % at 2.79 µM; 370,000 compounds, 1.3% hits;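 active = inhibition above about 21% made by adding two undisclosed values, limit read from the data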
Target sequence (Q99873 whole entry, looked up): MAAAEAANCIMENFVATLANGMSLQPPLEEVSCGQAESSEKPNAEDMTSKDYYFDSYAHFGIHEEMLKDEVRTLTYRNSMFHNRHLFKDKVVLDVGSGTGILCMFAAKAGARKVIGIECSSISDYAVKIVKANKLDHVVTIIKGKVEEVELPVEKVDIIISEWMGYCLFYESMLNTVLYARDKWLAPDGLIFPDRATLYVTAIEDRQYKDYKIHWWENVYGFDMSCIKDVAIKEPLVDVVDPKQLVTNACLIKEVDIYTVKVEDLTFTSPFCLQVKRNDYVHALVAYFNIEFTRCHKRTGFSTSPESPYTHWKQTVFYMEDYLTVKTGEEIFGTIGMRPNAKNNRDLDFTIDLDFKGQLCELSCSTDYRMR
NPR2 activator: GC-B (human) receptor activation. HEK293-GC-B cells, CNP EC30, cGMP TR-FRET; 0% at EC30 CNP, 100% saturating CNP. activation, % at 10 µM. 370,000 compounds, 0.11% hits;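 active = activation at 10 µM reaching about 35% in either raw or pattern-adjusted values, limit read from the data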
rCAG binder: binds r(CAG) RNA repeats | 370,000 compounds, 1.3% hits | inhibition, % at 3 µM | r(CAG) RNA repeat, TO-PRO-1 dye displacement fluorescence | AID 651821;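 active = inhibition above the plate cutoff, the mean of all test compounds on that plate plus 3 SD, cut at about 35% in these data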;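 note: 0% = DMSO alone and 100% = 100 µM mitoxantrone as full dye displacement; higher means more dye released from RNA so lower well fluorescence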
TCR-CD3 inh: inhibitors of human TCR-CD3 interaction; TAMRA-labeled TCR probe fluorescence, biochemical; inhibition, % at 9.4 µM; 360,000 compounds, 0.37% hits; AID 651800; in the data active = inhibition above about 19%;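 note: recombinant mutant TCR 2C K166C tagged with TAMRA read by polarization; 0% = receptor in buffer alone and 100% = receptor with positive control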
HTRA1 inhibitor: blocks human HTRA1 serine peptidase; Q92743; recombinant HTRA1, FP-rhodamine activity-based probe, fluorescence polarization; inhibition, % at 5.96 µM; 340,000 compounds, 0.5% hits; AID 504803; in the data active = inhibition above about 36%;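 note: 0% = enzyme with DMSO and 100% = wells lacking enzyme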
MBD2 DNA inh: blocks human MBD2 binding to methylated DNA. inhibition, % at 4.4 µM. 370,000 compounds, 0.31% hits. TR-FRET, MBD2 binding to methylated oligonucleotide; in the data active = inhibition above about 13%
TDP2 absorb: TDP2 (human) inhibition, absorbance primary screen. recombinant TDP2, T5PNP hydrolysis, p-nitrophenol absorbance 415 nm. O95551. AID 720702. inhibition, % at 12.8 µM. 370,000 compounds, 0.34% hits;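 active = inhibition above the mean of all tested compounds plus 3 SD, set per campaign, cut at about 25% in these data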;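 note: 0% = DMSO with enzyme and 100% = buffer with substrate but no TDP2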
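Assay system: recombinant human TDP2 / Reagent: T5PNP substrate at 5 mM, a TopII-DNA adduct mimic / Measured by: epi absorbance from released p-nitrophenol / Evaluation: % inhibition relative to enzyme-containing and enzyme-free wells / Control set: enzyme-free and DMSO wells / Replicates: each compound tested once, singlicate / Schedule: enzyme reaction with compound for 2 h at 37 °C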
ABHD4 inh: inhibitors of mouse ABHD4. Q8VD66. purified mABHD4, FP-Rh probe fluorescence polarization. inhibition, % at 8.92 µM. 370,000 compounds, 0.54% hits. AID 720543;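 active = inhibition exceeding the mean over every tested compound plus 3 SD, cut at about 30% in these data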;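 note: 0% = plate median of compound wells and 100% = S159A mutant with DMSO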
Target sequence (Q8VD66 whole entry, looked up): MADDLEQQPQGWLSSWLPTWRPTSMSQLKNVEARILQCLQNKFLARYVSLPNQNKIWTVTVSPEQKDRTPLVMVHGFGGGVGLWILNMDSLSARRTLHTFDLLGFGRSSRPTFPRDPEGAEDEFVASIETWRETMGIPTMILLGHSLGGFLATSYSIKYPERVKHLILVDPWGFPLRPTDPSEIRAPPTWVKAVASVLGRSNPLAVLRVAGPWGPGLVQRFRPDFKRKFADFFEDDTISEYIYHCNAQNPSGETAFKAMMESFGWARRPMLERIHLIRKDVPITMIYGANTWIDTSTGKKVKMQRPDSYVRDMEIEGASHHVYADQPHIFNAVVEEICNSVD
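system = mouse ABHD4 enzyme, wild type | medium = HEPES pH 7.0, NaCl, Pluronic buffer | also added = FP-Rh probe | incubation = Enzyme–compound pre-incubation 45 min, then probe 60 min, both 25 °C | technique = fluorescence polarization, excitation 525 nm, emission 598 nm, BODIPY TMR filters | controls = S159A mutant high control, sample median low control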
LEDGF integ inh: blocks HIV-1 LEDGF/p75-dependent DNA integration; TR-FRET IN-LEDGF/p75 DNA integration, Eu/Cy5; inhibition, % at 3.7 µM; 370,000 compounds, 0.64% hits; AID 743269;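 active = inhibition above the screen-wide mean plus 3 SD, cut at about 13% in these data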;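 note: signal is the Cy5 over europium emission ratio at 671 and 618 nm; 0% = plate median of compound wells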
SIAE primary: inhibitors of human sialic acid acetylesterase SIAE; inhibition, % at 9.66 µM; SIAE FP-Rh probe binding, fluorescence polarization; AID 1053197; 370,000 compounds, 0.69% hits; Q9HAT2;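 active = inhibition above a cutoff: mean of compounds within the control limits plus 3 SD of those, cut at about 17% in these data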;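 note: 0% = plate median of compound wells and 100% = probe without SIAE protein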
* marks the source's active call; other numbers are inactive results; / = no result given. An excerpt; count on the stated rates, not on these rows.

SMILES,PRMT1 FP inh,NPR2 activator,rCAG binder,TCR-CD3 inh,HTRA1 inhibitor,MBD2 DNA inh,TDP2 absorb,ABHD4 inh,LEDGF integ inh,SIAE primary
COc1ccccc1C(=O)N1CCN(C(=O)[C@H]2O[C@@H](n3ccc(N)nc3=O)[C@H](O)[C@@H]2O)CC1,1.5,4.8,0.4,3.0,/,4.2,2.4,4.9,-1.2,-5.3
CC(Sc1nc(N2CCCCC2)c2c(c1C#N)CCCC2)C(=O)O (stereo unspecified),3.0,-2.7,33.3,0.0,-7.0,0.3,-4.9,-4.2,2.8,22.3*
COc1ccc(Cl)cc1NC(=O)CN(C)CC(=O)NCc1ccc(F)cc1,-3.8,-3.5,-3.6,-4.0,3.8,-5.6,2.6,2.0,0.1,2.4
O=C(Oc1ccccc1)c1ccc2c(c1)C(=O)N(Cc1ccncc1)C2=O,-4.2,-0.2,-0.5,10.4,-0.9,-4.5,-8.0,-3.1,-1.4,1.5
CCN1CCCc2cc(CN(CCN3CCOCC3)C(=S)Nc3ccccc3OC)ccc21,10.7,-0.4,-1.8,-2.8,6.1,-2.3,-2.8,-6.3,2.2,1.6
c1ccc(COc2cccc(CNCc3cccs3)c2)cc1,-5.8,-1.3,-4.2,6.5,-5.3,-4.5,-4.2,-2.6,2.7,-5.7
COc1ccc(NCCNc2ccc(OC)cc2)cc1,1.6,0.3,13.5,3.2,19.6,2.6,12.9,1.8,0.1,1.3
COCCn1c(SCc2ccc(C(=O)OC)o2)nc2ccccc2c1=O,4.2,4.0,-4.8,0.5,-9.2,0.5,0.4,4.5,-3.1,6.4

Two compounds picked at random from those above, as already listed:
SMILES,PRMT1 FP inh,NPR2 activator,rCAG binder,TCR-CD3 inh,HTRA1 inhibitor,MBD2 DNA inh,TDP2 absorb,ABHD4 inh,LEDGF integ inh,SIAE primary
COc1ccc(NCCNc2ccc(OC)cc2)cc1,1.6,0.3,13.5,3.2,19.6,2.6,12.9,1.8,0.1,1.3
COCCn1c(SCc2ccc(C(=O)OC)o2)nc2ccccc2c1=O,4.2,4.0,-4.8,0.5,-9.2,0.5,0.4,4.5,-3.1,6.4

(further entries)
SMILES,PRMT1 FP inh,NPR2 activator,rCAG binder,TCR-CD3 inh,HTRA1 inhibitor,MBD2 DNA inh,TDP2 absorb,ABHD4 inh,LEDGF integ inh,SIAE primary
CC(C)=CC(=O)N1CC[C@@H](N2CCN(c3ccccc3F)CC2)[C@H](O)C1,1.4,5.7,-6.4,8.3,3.6,-3.5,1.6,1.2,2.2,0.5
CCCn1c(CCNC(=O)c2cccs2)nc2ccccc21,-3.7,-13.6,-0.4,7.2,2.5,-2.4,1.9,-3.1,4.6,2.3
CCn1c(SCc2nc3ccccc3nc2C)nnc1-c1cccs1,-2.6,-4.5,-7.7,7.9,-0.6,-3.3,-4.6,-4.3,1.6,-0.8
O=C(NN1C(=O)c2ccccc2NC1c1ccoc1)c1ccc([N+](=O)[O-])cc1 (stereo unspecified),-1.3,-0.6,0.5,5.1,-3.4,0.7,6.8,6.0,1.5,7.3
O=C(Cc1cccc2ccccc12)Nc1ccccc1C(=O)O,6.8,-1.4,18.3,0.4,-4.0,2.6,-20.4,-23.1,1.7,-8.1
CCc1ccc(NC(=O)CCCN2C(=S)NC(C)(C)CC2C)cc1 (stereo unspecified),-2.5,-0.4,-6.2,-3.4,3.0,19.5*,-14.4,2.8,3.7,-1.0
CC(C)c1ccc(NS(=O)(=O)c2ccc3[nH]cc(C(=O)N4CCC(C(N)=O)CC4)c(=O)c3c2)cc1,2.5,0.8,3.5,9.7,-4.3,-2.8,13.6,-3.5,-0.3,-9.4
CC(=O)c1cccc(NC(=S)NC(=O)c2ccccc2Cl)c1,-1.0,0.2,-1.9,1.3,3.2,0.6,0.8,4.3,1.4,2.9

Further records follow.
SMILES,PRMT1 FP inh,NPR2 activator,rCAG binder,TCR-CD3 inh,HTRA1 inhibitor,MBD2 DNA inh,TDP2 absorb,ABHD4 inh,LEDGF integ inh,SIAE primary
O=C(C[n+]1ccccc1)N/N=C/c1ccccc1F,-1.4,1.6,0.8,3.9,/,-1.8,-2.7,1.6,-5.2,4.4
Cc1ccc(C)c(N2N=C(C(=O)Nc3cccnc3)CCC2=O)c1,0.6,-3.7,3.1,-7.3,-0.4,-0.9,2.8,0.7,0.3,0.7
CC(C(=O)NC1CCCC1)N1CCN(S(=O)(=O)c2ccc(C(C)(C)C)cc2)CC1 (stereo unspecified),1.9,1.3,-0.9,-1.8,1.0,0.6,2.6,2.7,-4.1,-2.3
COC(=O)C1=CN(c2cccc(OCc3ccccc3)c2)C(N)=C(C#N)C1c1ccc(-c2ccccc2)cc1 (stereo unspecified),4.0,-1.0,16.4,1.8,/,1.7,1.1,-8.3,-2.4,-3.0
CC(C)c1nc2cc(C(=O)NC(c3cccnc3)C(F)(F)F)ccc2o1 (stereo unspecified),0.6,1.6,-6.5,7.9,2.4,4.2,-0.3,5.0,2.2,3.2
CCCN(CCC)CCCNC(=O)c1cn(CCOC)c(=O)c2c1c1ccccc1n2C,4.0,-12.4,-3.0,0.2,-5.5,2.8,11.1,-1.7,-0.3,6.6
C/C(=C\c1ccccc1)CN1CCC(C(=O)N2CCCCC2)CC1,-2.2,1.2,-8.0,5.1,1.1,-0.4,0.6,2.4,3.8,4.6
CCN1C(=O)CC(c2ccccc2)CC1=O,-3.6,-2.4,-1.6,10.3,2.4,2.2,14.0,0.5,-2.5,-0.9

Additional compounds:
SMILES,PRMT1 FP inh,NPR2 activator,rCAG binder,TCR-CD3 inh,HTRA1 inhibitor,MBD2 DNA inh,TDP2 absorb,ABHD4 inh,LEDGF integ inh,SIAE primary
O=C(NCc1ccncc1)Nc1ccc(Cl)cc1Cl,-0.2,2.4,2.6,-2.1,-4.4,-4.9,-6.5,-6.4,-1.6,-0.3
CCc1nnc2sc(-c3cc(-c4ccccc4)nc4ccccc34)nn12,0.1,12.8,-3.0,1.1,-6.8,-1.9,-0.2,2.1,-0.9,-3.5
Cc1nc(N(C)Cc2ccccc2)c2c(C)c(C)sc2n1,2.7,0.7,-4.3,-8.5,-8.4,4.7,0.8,-6.8,-1.8,-1.7
CCN(CC)C(=O)CSc1nnc(-c2ccc(O)cc2)n1CC1CCCO1 (stereo unspecified),0.0,5.7,-0.2,4.8,11.4,3.6,5.1,3.8,-0.4,1.8
Cc1cccc(NS(=O)(=O)c2cccc(C(=O)NCC(c3ccco3)N(C)C)c2)c1 (stereo unspecified),0.9,1.6,0.8,2.9,0.6,-6.1,-3.0,-1.5,3.6,7.3
CCOc1ccc(NC(=O)C(C)N2C(=O)c3ccccc3S2(=O)=O)cc1 (stereo unspecified),-4.5,1.4,0.6,-1.1,2.6,-3.2,8.9,-2.3,2.9,5.6
Cc1ccc(C(=O)Nc2cccc(C(=O)NCc3ccccc3)c2)cc1,0.6,-2.0,0.4,-1.1,-19.9,-6.5,-6.9,-13.5,-0.4,-2.1
CN1CCN(CC(=O)N/N=C\c2c[nH]c3ccccc23)CC1,-1.8,1.4,3.1,0.9,/,-3.2,4.8,0.3,0.2,0.4

(more compounds)
SMILES,PRMT1 FP inh,NPR2 activator,rCAG binder,TCR-CD3 inh,HTRA1 inhibitor,MBD2 DNA inh,TDP2 absorb,ABHD4 inh,LEDGF integ inh,SIAE primary
CC(=O)c1sc2nc(-c3ccco3)ccc2c1N,51.6*,-2.8,34.5,24.0*,/,45.1*,0.6,30.8*,59.1*,8.7
COc1ccc(-c2cc(C(=O)Nc3ccccc3SC)no2)cc1OC,-1.1,-11.7,3.3,9.0,-1.6,0.6,-4.3,3.2,1.9,-5.5
COc1ccc(NC(=O)CC(NC(C)c2ccccc2)C(=O)O)cc1 (stereo unspecified),-0.5,5.5,0.2,3.9,4.3,-1.3,-5.2,2.7,-3.3,-4.5
CC(C)(C)N1C(=O)c2ccccc2NC(=O)C1C(=O)NCCc1ccccc1 (stereo unspecified),8.3,-5.4,-0.7,-0.8,/,1.6,4.0,5.3,-2.2,-3.3
O=C(CSc1ccccn1)Nc1cccc2ccccc12,-3.9,-4.5,0.7,1.6,9.8,2.4,6.0,-0.6,1.6,8.5
O=C(CSc1ccsc1[N+](=O)[O-])Nc1cccc(F)c1,2.1,-2.0,35.2*,6.5,4.4,4.8,12.5,9.8,3.5,-0.7
O=C1[C@@H](Oc2ccccc2)[C@@H](c2ccccc2)N1c1ccccc1,0.9,-0.3,1.7,8.2,3.2,10.8,1.4,-1.1,0.6,-2.0
Cc1ccc(N2CC(C(=O)N/N=C/c3c(F)cccc3Cl)CC2=O)cc1 (stereo unspecified),0.6,2.3,-3.5,-4.4,-12.0,3.5,6.4,0.6,-3.8,-0.1

The list goes on:
SMILES,PRMT1 FP inh,NPR2 activator,rCAG binder,TCR-CD3 inh,HTRA1 inhibitor,MBD2 DNA inh,TDP2 absorb,ABHD4 inh,LEDGF integ inh,SIAE primary
NC(=O)C1CCCN(CC(=O)N2CCN(c3ccccc3)CC2)C1 (stereo unspecified),-3.3,-1.2,0.6,2.7,-0.6,2.7,8.1,-1.9,2.7,7.4
CCOC(=O)N1CCN(C(=O)Nc2sc3nc4n(c(=O)c3c2C)CCC(C)CC4)CC1 (stereo unspecified),13.9,-1.8,7.9,-3.9,-3.2,0.8,-1.7,9.9,-1.1,1.2
COC(CNC(=O)c1ccc2c(c1)nc(C)n2-c1cccc(C)c1)OC,-0.1,1.3,-6.8,1.9,2.5,3.7,8.0,-2.0,-5.0,7.9
Cc1nnc(NC(=O)CCCOc2ccccc2)s1,10.1,-2.5,3.1,-1.9,-2.1,1.4,2.5,3.1,2.9,-1.5
COc1ccc(/C=C2/C(=O)N(c3c(F)c(F)c(F)c(F)c3F)N=C2C)cc1,4.8,24.3,15.6,-6.7,-1.1,-2.7,23.0,3.2,-0.6,6.6
O=C(C[C@H]1C/C=C\CC[C@@H](Cc2ccc(F)cc2)C(=O)O[C@@H](c2ccccc2)CNC1=O)N[C@@H](CO)Cc1ccccc1,2.2,1.7,7.9,-2.8,-1.0,8.0,-6.8,-8.4,-1.5,-0.1
CCCc1nc2c(s1)CCc1onc(-c3ccc(Br)cc3)c1-2,0.6,-1.7,1.7,10.3,6.6,-5.7,1.1,1.4,-4.8,1.1
CCn1ncc2c(OCc3ccc(C#N)cc3)cc(C)nc21,-2.8,/,-5.9,5.2,-4.0,-0.6,6.0,-6.5,-0.6,5.0

Source: PubChem (several laboratories)
